CHRM5 agonist: CHRM5 agonism in calcium assay. CHO-K1 hM5 cells, Fluo-8 calcium fluorescence; 0% DMSO wells, 100% maximal acetylcholine response. hit rate 0.19% among 360,000. activation, % at 3 µM. P08912;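 active means activation above the run's mean over test compounds plus 3 SD, cut at about 23% in these data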;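 further: signal is peak over basal fluorescence ratio across the kinetic read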
Target sequence (P08912 whole entry, looked up): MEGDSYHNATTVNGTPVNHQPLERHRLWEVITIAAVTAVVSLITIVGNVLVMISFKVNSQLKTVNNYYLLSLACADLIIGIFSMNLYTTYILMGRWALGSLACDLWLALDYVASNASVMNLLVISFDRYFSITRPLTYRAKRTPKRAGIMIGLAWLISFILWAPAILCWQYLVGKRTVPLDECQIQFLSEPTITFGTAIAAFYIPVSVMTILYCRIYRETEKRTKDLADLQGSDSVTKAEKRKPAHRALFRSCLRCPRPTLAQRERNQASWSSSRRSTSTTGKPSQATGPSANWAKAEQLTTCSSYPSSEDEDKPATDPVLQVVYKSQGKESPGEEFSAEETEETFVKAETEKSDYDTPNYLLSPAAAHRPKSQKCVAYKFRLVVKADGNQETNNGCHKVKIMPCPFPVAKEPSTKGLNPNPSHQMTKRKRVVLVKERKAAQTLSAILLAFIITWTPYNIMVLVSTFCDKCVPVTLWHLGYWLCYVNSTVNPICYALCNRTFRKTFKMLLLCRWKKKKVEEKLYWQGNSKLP
CRFBP-R2 agonist: CRF-BP/CRF-R2 complex agonism. hit rate 0.46% among 350,000. HEK293 CRF-R2/CRF-BP, calcium dye fluorescence (FLIPR); percent of saturating CRF peptide response. activation, % at 13.2 µM;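 active means activation of at least 50%, plus an integration ratio under a set limit after plate pattern correction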;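 further: plate controls were neutral control wells without compound for no effect and CRF at EC100 for full effect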
CHRM4 PAM: CHRM4 positive allosteric modulation. P08173. CHO-K1 hM4/Gqi5, Fluo-8 calcium fluorescence, ACh EC20; 0% = ACh EC20, 100% = maximal ACh. activation, % at 3 µM. hit rate 0.4% among 360,000. AID 624126;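 active means activation above its plate's cutoff, the mean activation of sample wells plus 3 SD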; further: some results filed as inactive read as strong as hits
Target sequence (P08173 whole entry, looked up): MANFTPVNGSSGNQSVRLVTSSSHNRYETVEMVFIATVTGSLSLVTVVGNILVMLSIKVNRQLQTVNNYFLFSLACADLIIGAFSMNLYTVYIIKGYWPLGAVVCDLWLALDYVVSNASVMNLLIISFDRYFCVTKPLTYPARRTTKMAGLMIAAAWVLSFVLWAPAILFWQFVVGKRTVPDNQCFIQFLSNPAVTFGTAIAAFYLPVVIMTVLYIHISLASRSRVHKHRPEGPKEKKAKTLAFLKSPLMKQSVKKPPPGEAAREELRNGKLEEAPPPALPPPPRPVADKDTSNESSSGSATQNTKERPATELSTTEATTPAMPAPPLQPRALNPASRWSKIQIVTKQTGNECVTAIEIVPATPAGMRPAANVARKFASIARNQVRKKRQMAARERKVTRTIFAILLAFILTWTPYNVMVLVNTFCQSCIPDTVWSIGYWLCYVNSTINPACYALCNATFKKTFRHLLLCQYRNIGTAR
CHRM5 antagonist: CHRM5 antagonism in calcium assay | P08912 | inhibition, % at 3 µM | hit rate 0.59% among 360,000 | CHO-hM5 cells, Fluo-8 calcium fluorescence, ACh EC80;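 active means inhibition above a per-plate cutoff, the mean of that plate's test compounds plus 3 SD, cut at about 27% in these data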;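 further: 0% = acetylcholine EC80 with DMSO and 100% = DMSO without agonist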
TAAR1 antagonist: human TAAR1 antagonism. inhibition, % at 3 µM. CHO RD-HGA16 TAAR1, Fluo-8 calcium fluorescence, antagonist. Q96RJ0. hit rate 1.5% among 360,000;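 active means inhibition above a per-plate cutoff, the mean inhibition of test compounds on that plate plus 3 SD, cut at about 49% in these data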;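 further: 0% = DMSO plus EC80 beta-PEA response and 100% = DMSO alone without agonist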
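test system = CHO RD-HGA16 cells bearing hTAAR1 | replication = singlicate | controls = DMSO-only wells and EC80 β-PEA-stimulated wells | reagent = EC80 β-phenethylamine stimulus | read-out basis = percent inhibition of PEA-evoked calcium signal, max/basal emission ratio | schedule = seeding 17-24 h prior, 75-min 37 °C, 30-min RT dye loading | signal = kinetic Fluo-8 calcium fluorescence measurement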
CRFBP-R2 block: blocks CRF-induced signaling of the CRF-BP/CRF-R2 complex; HEK293 CRF-R2/CRF-BP, CRF-induced calcium fluorescence; inhibition, % at 11.8 µM; hit rate 0.59% among 350,000; AID 588475;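 active means inhibition of the ligand-induced calcium signal above about 50% at the single tested concentration, limit read from the data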
TAAR1 agonist: agonists of human TAAR1; activation, % at 3 µM; AID 624467; hit rate 0.99% among 360,000; CHO RD-HGA16 TAAR1, Fluo-8 calcium fluorescence; vehicle wells 0%, saturating PEA agonist 100%;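 active means activation above the mean activation of all test compounds in the run plus 3 SD, cut at about 38% in these data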
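Assay system: CHO-derived RD-HGA16 cells with stable Gα16 and human TAAR1; timing: 17-24 h seeding, 75 min 37 °C dye, 30 min RT; read-out: % activation from peak over basal fluorescence ratio, DMSO-to-PEA scaled; measured by: kinetic Fluo-8 calcium fluorescence; benchmarks: low control DMSO, high control PEA (EC100); doses: 3 µM single concentration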
M5 PAM: positive allosteric modulators of human muscarinic M5 receptor | hit rate 0.3% among 360,000 | P08912 | CHO-K1 hM5, Fluo-8 calcium, ACh EC20 PAM; 0% = ACh EC20, 100% = ACh EC100 | activation, % at 3 µM;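 active means activation above the run cutoff, the mean activation of all test compounds plus 3 SD, cut at about 18% in these data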
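Assay system: CHO-K1 hM5 cells. Also added: acetylcholine at EC20 concentration, added after compound. Dosing: 3 µM, single dose. Times: compound preincubation 140 s before EC20 acetylcholine addition. Signal: Fluo-8 calcium fluorescence. Measure: % activation relative to EC20 and EC100 ACh responses. Repeats: singlicate, one well per test compound.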
CHO-K1 Ca PAM: M1 PAM counterscreen hit in parental CHO-K1 cells; ATP EC20, Fluo-8 calcium fluorescence; 0% at ATP EC20, 100% at ATP max; activation, % at 3 µM; hit rate 0.02% among 360,000;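 active means activation above the run cutoff, the mean activation of all test compounds plus 3 SD, cut at about 40% in these data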;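 further: peak over basal fluorescence ratio in a 140 s read after ATP addition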
* marks the source's active call; other numbers are inactive results; x = not tested or not shown.

Values run as follows: TAAR1 antagonist, CRFBP-R2 block, CHRM5 antagonist, CHRM5 agonist, TAAR1 agonist, M5 PAM, CRFBP-R2 agonist, CHO-K1 Ca PAM, CHRM4 PAM
Cc1nnc(NC(=O)CSc2nnc(C(C)NC(=O)c3ccccc3F)n2C)s1 (stereo not drawn)
→ -5, -6, 8, -3, -1, -3, 0.3, -8, 7
C=CCn1c(SCC(=O)c2ccc(O)c(O)c2)nnc1-c1ccc(C)cc1
→ 5, -6, 0, 5, 4, 8, -2.4, 13, 5
Cc1cccc(N(CC(=O)NC2CCCC2)C(=O)CCCC(=O)Nc2ccccn2)c1
→ 6, 9, -4, 2, 4, 4, -2.4, 21, 11
OCCC1CN(Cc2ccc3c(c2)CCO3)CCN1Cc1ccc(F)cc1 (stereo not drawn)
→ -9, -5, 2, -3, 3, 1, -2.6, 20, 3
COc1ccc(S(=O)(=O)N2CCN(Cc3cccc(OC)c3)CC2)cc1
→ 0, 14, 6, -10, -2, -3, -1.1, 7, 5
O=C(Nc1ccccc1Cl)c1cc(C2CCCN(C(=O)c3cccs3)C2)on1 (stereo not drawn)
→ -10, x, -5, -1, 4, -3, x, 22, 1
CCc1ccc(CNc2ccc3c(c2)ncn3C)cc1
→ 5, -108, 2, -2, 15, -4, 4.2, -10, -8
CN(C)c1cccc2c(S(=O)(=O)NC(=O)[C@H]3O[C@@H](n4cnc5c(N)ncnc54)[C@H](O)[C@@H]3O)cccc12
→ -16, x, 3, 2, 2, 1, x, 14, 0
Cc1ccc(S(=O)(=O)N2CCCCC2)cc1NC(=O)c1cc(=O)[nH]c2ccccc12
→ 7, -2, 4, 1, -1, -6, -0.6, 1, 1
CCNc1nc(SCC(N)=O)nc2sc3c(c12)CCN(C)C3
→ 3, 23, 10, 0, 1, 1, 4.4, 12, -1
COCc1cccc(-c2csc(C(O)c3ccc(OC)cc3)n2)c1 (stereo not drawn)
→ -9, x, 5, 4, 0, -6, x, 12, 0
CN(CC(=O)Nc1ccc(F)c(F)c1F)C(=O)C1CCN(C(=O)Nc2ccccc2)CC1
→ -3, -3, 2, 1, 1, 1, -0.7, 1, 5
CCCc1nc2c(C)ccc(C)c2c(N)c1CC
→ 2, 10, -4, -4, 4, 2, -0.4, 15, 6
Nc1c(-c2ccccc2)cnn1-c1ccc(C(=O)O)cc1
→ 10, 14, -10, 3, 14, 3, 1.5, -5, 6
CC(C)Oc1ccc(CN2CCC(n3nccc3NC(=O)c3cccnc3)CC2)cc1
→ -36, -22, 2, -10, 32, 0, -0.4, 11, -13

5 of the entries above in order of their number in CRFBP-R2 agonist, rising:
canonical_smiles	CRFBP-R2 agonist
C=CCn1c(SCC(=O)c2ccc(O)c(O)c2)nnc1-c1ccc(C)cc1	-2.4
COc1ccc(S(=O)(=O)N2CCN(Cc3cccc(OC)c3)CC2)cc1	-1.1
CCCc1nc2c(C)ccc(C)c2c(N)c1CC	-0.4
Cc1nnc(NC(=O)CSc2nnc(C(C)NC(=O)c3ccccc3F)n2C)s1 (stereo not drawn)	0.3
Nc1c(-c2ccccc2)cnn1-c1ccc(C(=O)O)cc1	1.5

3 entries already listed, arranged by molecular weight, rising:
Values run as follows: TAAR1 antagonist, CRFBP-R2 block, CHRM5 antagonist, CHRM5 agonist, TAAR1 agonist, M5 PAM, CRFBP-R2 agonist, CHO-K1 Ca PAM, CHRM4 PAM
CCc1ccc(CNc2ccc3c(c2)ncn3C)cc1
→ 5, -108, 2, -2, 15, -4, 4.2, -10, -8
Nc1c(-c2ccccc2)cnn1-c1ccc(C(=O)O)cc1
→ 10, 14, -10, 3, 14, 3, 1.5, -5, 6
CCNc1nc(SCC(N)=O)nc2sc3c(c12)CCN(C)C3
→ 3, 23, 10, 0, 1, 1, 4.4, 12, -1

(continued)
Values run as follows: TAAR1 antagonist, CRFBP-R2 block, CHRM5 antagonist, CHRM5 agonist, TAAR1 agonist, M5 PAM, CRFBP-R2 agonist, CHO-K1 Ca PAM, CHRM4 PAM
O=C(O)CCC(=O)N1CCc2cc(S(=O)(=O)NCc3ccc(Cl)cc3)ccc21
→ -5, -16, -5, -4, 1, 5, 0.9, -26, 4
O=[N+]([O-])c1ccccc1S(=O)(=O)NCCc1ccncc1
→ 6, 24, -7, 0, 3, 5, 0.3, 6, 2
CCOC(=O)c1c(NC(=O)C(=O)N/N=C/c2ccccc2O)sc2c1CCCCC2
→ -5, -8, 4, 1, 1, 1, 2.1, 0, 19
CC1CCCN(C(=O)CN2C(=O)NC3(CCCCC3C)C2=O)C1 (stereo not drawn)
→ -4, 1, -2, 3, 1, -3, -1.6, -6, 6
Nc1nc(SC23CC4CC(CC(C4)C2)C3)ns1
→ -13, -20, -9, 5, 0, 8, 0.6, 11, -3
O=C(COC(=O)COc1ccc(Cl)cc1Br)NC1CCCC1
→ 10, 45, 3, -1, -2, 1, 0.8, 13, 7
Cc1cc(C)c(S(=O)(=O)N2C=CC(C(F)(F)F)=NCC2)c(C)c1
→ 4, 20, -4, -5, 5, 2, 1.8, 19, 6
Cc1onc(-c2ccccc2)c1C(=O)OCC(=O)Nc1ccc(Cl)cc1
→ -3, -11, 13, -5, 4, -15, 3.1, -15, 3
CCOc1ccc(N(CC(=O)Nc2c(C)cc(C)cc2C)C2=NC3CS(=O)(=O)CC3S2)cc1 (stereo not drawn)
→ -8, x, 3, 0, 3, -1, x, 0, 1
COc1cc(CNCc2ccc(OC)c(OC)c2OC)cc(OC)c1
→ 3, -8, 16, 4, 5, -8, -1.4, -11, 9
CCc1ccc(NC(=O)C(C)OC(=O)Cc2cc(OC)c(OC)c(OC)c2)cc1 (stereo not drawn)
→ -24, 19, 8, 4, -1, -3, -5.7, 18, -3
CNC(=S)N1N=C(c2ccc(Br)cc2)CC1c1ccc(OC)cc1 (stereo not drawn)
→ 22, 17, -3, -2, 1, -5, 0.2, 19, -1
COc1ccc(-c2nnc3sc(C4CCCCC4)nn23)cc1OC
→ 2, -4, 0, 0, 7, 2, -0.7, 7, 10
COc1ccc(CCC(=O)NCCS(=O)(=O)N2CCN(c3ccc(F)cc3)CC2)cc1
→ 14, 10, 5, 4, 7, -13, 1.1, -10, -10
CC1(C(=O)NS(=O)(=O)C2CC2)CCN(C(=O)c2c(F)cccc2F)C1 (stereo not drawn)
→ -2, x, -3, 0, 1, 3, x, 22, 1
Nc1cc(=O)[nH]c(SCC(=O)Nc2cc(S(=O)(=O)N3CCCCCC3)ccc2Cl)n1
→ -11, 7, 8, -8, 5, 1, -1.6, 26, -6
Cc1cc(C)cc(NC(=S)NCc2ccc3[nH]c4c(c3c2)CCCC4)c1
→ -20, 3, -2, 0, -2, -6, -0.4, 2, 4
NS(=O)(=O)c1ccc(NC(=O)NC2CCCCC2)cc1
→ -2, -43, 12, -2, 2, 5, 1.6, 0, 4
CC(NC(=O)OC(C)(C)C)C(=O)NC(CCC(=O)OCc1ccccc1)C(N)=O (stereo not drawn)
→ -4, -10, 10, -1, 5, 1, -1.7, 9, 3
Cc1ccc(C(=O)COC(=O)c2cc(Cl)nc3ccccc23)cc1
→ 7, 17, -2, 3, 9, 2, -0.2, -6, 10
COc1ccccc1N1CCN(C2CCCN(C(=O)c3ccsc3)C2)CC1 (stereo not drawn)
→ -13, 4, 13, -5, 2, -7, 0.8, 6, -6
COC(=O)[C@H](CC(C)C)NC(=O)Cn1cnc(C(=O)Nc2ccc(C)c(C)c2)n1
→ -13, 1, 6, 2, 1, -3, -3.5, 30, 4
CC/C(=N\NC(=O)c1c(C)nc2ccccn12)c1ccccc1
→ -21, -5, 6, -3, 14, 0, -0.4, 10, -1
CCOC(=O)c1c(-c2ccccc2)csc1NC(=O)c1cccc(N2C(=O)CCC2=O)c1
→ 31, -1, 1, 0, 10, -2, -1.0, 19, 0
O=C(Nc1nc2c(Cl)cccc2s1)c1ccc(Br)o1
→ 3, 25, 4, 5, 20, -14, -1.7, 3, 1
Cc1cccnc1
→ -7, 33, 5, 3, 4, -1, -0.8, 4, -2
O=C(Nc1ccc(F)cc1)C(Cc1ccccc1)n1cccc1 (stereo not drawn)
→ -20, 12, -1, -8, -2, 10, 2.1, -9, 7
CC(=O)Nc1nnc(SCC(=O)NCC2CCCO2)s1 (stereo not drawn)
→ -11, -5, 0, 0, 9, 1, 4.9, 14, 11
CC(=O)N1N=C(c2ccccc2)OC1(C)CC(=O)Nc1ccccc1 (stereo not drawn)
→ -13, -3, 0, 0, 3, -5, 0.0, 10, 0
COc1ccccc1C(=O)Nc1c2c(nn1-c1ccc([N+](=O)[O-])cc1)CS(=O)(=O)C2
→ -25, 0, -17, -1, 8, 8, 0.3, -1, 4
CCOC(=O)c1nsnc1NCCSC(=N)N
→ 23, -4, -2, -4, 6, 3, 1.3, 23, 2
C[C@H](CO)N1C[C@H](C)[C@@H](CN(C)C(=O)Nc2ccc(C(F)(F)F)cc2)Oc2ccc(NS(=O)(=O)c3ccccc3)cc2C1=O
→ 14, -4, 0, 2, 3, -2, 2.1, 17, 9
O=C(NCc1nc2ccccc2[nH]1)C1=C[C@@H](c2ccccc2)C[C@@H](OCCCCO)O1
→ 8, 13, 2, 2, 4, 7, -1.2, 13, 3
Cc1ccc(S(=O)(=O)N2CCN(C(=O)COC(=O)c3c(C)noc3C)CC2)c(C)c1
→ -21, -10, -4, 2, -2, 1, -0.6, -9, 0
Cc1cc(C)c(NC(=O)C(=O)NCc2ccco2)c(C)c1
→ x, 4, 0, -1, x, 4, 1.8, 17, 3
CCOc1ccccc1NC(=O)C1COc2ccccc2O1 (stereo not drawn)
→ -23, 20, 3, -3, -2, 5, -4.0, 11, -3
CC(=O)N1CCc2cc(S(=O)(=O)NCCCOC(C)C)ccc21
→ 8, -11, -6, 5, 14, 1, 0.4, 18, -3
O=C(OCc1ccc(COC(=O)c2ccccn2)cc1)c1ccccn1
→ 7, -11, -1, 1, 3, -1, 1.7, 8, -1
CSc1cccc(NC(=O)CCc2ccccc2)c1
→ 7, 6, 15, -4, 4, -10, 0.3, -11, 8
C/C(CC(=O)Nc1cccnc1)=N\NC(=O)C(=O)NC(C)C
→ -6, 0, 8, 0, 0, 0, 1.6, -29, -4
CC(C)(CNC(=O)c1cc(Cl)c(O)c(Cl)c1)N1CCCCC1
→ 1, 55*, 8, -2, -2, -2, -3.2, -7, -4

Compound activity as filed in PubChem.
